Screening results as filed in PubChem.
GPR55 LPI antagonism: GPR55 antagonists blocking LPI-driven arrestin recruitment, primary screen, imaging, U2OS, beta-arrestin-GFP, LPI agonist (AID 2013). one-dose inhibition, % at 10 µM; IC50 in µM for titrated hits. hit rate 0.13% among 290,000. U2OS GPR55 beta-arrestin-GFP translocation imaging, LPI antagonism; higher % means a stronger effect;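 active = spots per cell inhibited over 60%, with over 100 cells counted and total cytoplasm intensity under 500,000; inconclusive = wells with under 100 cells, flagged as likely toxic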;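 note: U2OS cells stably carrying GPR55 and arrestin-GFP stimulated by 5 µM LPI near EC80; imaged beta-arrestin-GFP aggregate spots per cell after agonist stimulation; plate controls were LPI-stimulated DMSO wells for no effect and DMSO wells without LPI for full effect; some results filed as inactive read as strong as hits; confirmed hits need IC50 under 10 µM and bright autofluorescent wells are also inconclusive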
Large T inhibition: SV40 large T antigen inhibitors, biochemical (AID 1903); inhibition, % at 20 µM; hits with a dose series show IC50 in µM; hit rate 0.39% among 310,000; SV40 large T antigen ATPase/helicase inhibition assay; higher % means a stronger effect; in the data active = a potency from the dose series; inconclusive = inhibition mostly from about 32% at the one dose, without a potency; inactive = the rest, 99 in 100 with inhibition below about 32%; note: strong numbers were not always called active
MgcRacGAP inhibition: MgcRacGAP GTPase-activating activity inhibitors, confirmation, biochemical, ADP Hunter fluorescence; MgcRacGAP-stimulated Rac1 GTP hydrolysis, ADP Hunter fluorescence; higher % means a stronger effect; GST-tagged Rac1 F28L mutant substrate; inhibition, % at 30 µM, or IC50 in µM where a hit was titrated; hit rate 0.6% among 340,000; AID 624330;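 active = first-screen hits whose inhibition reached a set limit at any dose in the follow-up dose series; inconclusive = inhibition above the set first-screen limit but never retested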;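 note: fluorescence reports GDP produced by GAP-driven GTP hydrolysis; strong numbers were not always called active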
T cell modulator: modulates CD8 T cell binding to vesicles; 2C CD8+ T cell-vesicle binding, flow cytometry; active compounds read low; calls only at 7 µM; hit rate 0.068% among 330,000;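 active = response, share of CD8 T cells binding vesicles, and their 90th percentile fluorescence all below set limits, cut at about 80% in these data, passing the limit was not always enough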
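incubation = binding step 1.5 h, 37 °C, antibody labelling 20 min, ice | test system = 2C mouse CD8+ T cells | read-out basis = percent CD8+ FL2 mean versus row control | controls = Peptide-free naked vesicles (low) and QL9 vesicles with 0.7% DMSO vehicle (high) | detection = flow cytometry of vesicle-bound cells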
Hep lipid drop: hepatic lipid droplet formation modulation; AML12 mouse hepatocytes, oleate lipid droplets, BODIPY imaging; inhibition, % at 6.5 µM; hit rate 0.4% among 240,000; AID 1656;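 active = lipid droplet intensity inhibited by at least 50%, with more than 500 cells counted; inconclusive = wells with under 300 cells, treated as cytotoxic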
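Assay system: AML12 mouse liver cells | Compound dosing: One dose, 6.5 µM compound | Read-out basis: Droplet intensity reduction, % inhibition | Measured by: Fluorescence imaging, 20x objective, two fields per well | Schedule: Overnight treatment with compound plus oleate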
NTR1 agonist: agonists of NTR1, primary screen, imaging, U2OS cells, beta-arrestin-GFP, high content (AID 493036); activation, % at 20 µM; NTR1-U2OS beta-arrestin-GFP spot imaging, agonist mode; P30989; hit rate 0.17% among 330,000;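 active = activation at or above 40% of the spot to cytoplasm intensity ratio, with at least 20 cells analyzed; inconclusive = wells under 20 cells, flagged as cytotoxic or low count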;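 note: 0% = DMSO without peptide and 100% = 100 nM NTR1 peptide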
Target sequence (P30989 whole entry, looked up): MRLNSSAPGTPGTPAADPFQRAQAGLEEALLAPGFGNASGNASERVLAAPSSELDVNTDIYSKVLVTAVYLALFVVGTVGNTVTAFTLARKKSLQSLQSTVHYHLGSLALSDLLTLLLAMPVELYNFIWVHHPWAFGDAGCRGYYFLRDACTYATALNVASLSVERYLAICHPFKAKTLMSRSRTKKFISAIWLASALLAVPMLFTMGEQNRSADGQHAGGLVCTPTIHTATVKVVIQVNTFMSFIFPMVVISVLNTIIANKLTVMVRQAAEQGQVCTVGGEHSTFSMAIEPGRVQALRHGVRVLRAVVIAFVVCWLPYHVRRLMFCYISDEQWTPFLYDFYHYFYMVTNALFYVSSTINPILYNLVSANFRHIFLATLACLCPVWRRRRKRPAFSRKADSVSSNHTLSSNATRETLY
LYP inhibition: PTPN22 lymphoid phosphatase activity blockers – biochemical, fluorescence intensity, uHTS (AID 1779); recombinant LYP phosphatase, fluorescence intensity; higher % means a stronger effect; inhibition, % at 11.5 µM, or IC50 in µM where a hit was titrated; hit rate 0.054% among 290,000; in the data active = inhibition above about 50%;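 note: plate controls were vehicle with enzyme for no effect and no enzyme for full effect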
GPR35 antagonists: inhibition of zaprinast-stimulated GPR35 beta-arrestin translocation – imaging, U2OS, beta-arrestin-GFP, zaprinast agonist, primary screen (AID 2058). U2OS GPR35 beta-arrestin-GFP translocation imaging, zaprinast antagonism; higher % means a stronger effect. hit rate 0.052% among 290,000. inhibition, % at 10 µM, or IC50 in µM where a hit was titrated;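 active = inhibition of at least 50% with at least 30 cells and total cytoplasm GFP at most 10,000,000; inconclusive = under 30 cells or total GFP of 10,000,000 plus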
GPR55 beta-arrestin: selective activators of receptor GPR55 – imaging, U2OS cells, beta-arrestin-GFP redistribution, primary screen (AID 1961); U2OS GPR55 beta-arrestin-GFP redistribution imaging; higher % means a stronger effect; activation, % at 10 µM, or EC50 in µM where a hit was titrated; hit rate 0.048% among 290,000;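 active = activation above 40% with more than 50 cells counted in the well; inconclusive = wells holding fewer than 50 cells, flagged as toxic or sparse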;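 note: U2OS osteosarcoma cells stably expressing GPR55 and beta-arrestin-GFP; plate controls were DMSO negative control for no effect and LPI positive control for full effect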
Hep lipid drop cells 6.5 µM: recorded beside Hep lipid drop, whose call it bears; cell count; measured here: cell count, cytotoxicity flag;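 cells counted across two imaged fields per well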
T cell modulator vesicle-bound %: second read-out of T cell modulator, no call of its own (marks repeat the call); double positive events, %; measured here: CD8+ vesicle-bound cell fraction;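 binding gate set so that unloaded-vesicle control wells show 10% double positive cells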
NTR1 agonist cell count 20 µM: also measured in NTR1 agonist; calls as there; cell count; measured here: cell count, cytotoxicity flag
Numbers without * were called inactive; i = inactive; ? = inconclusive; . = not tested or not shown. Rows were taken by chance, and some 1.8% of all compounds hit somewhere here.

SMILES | GPR55 LPI antagonism | Large T inhibition | MgcRacGAP inhibition | T cell modulator | T cell modulator vesicle-bound % | Hep lipid drop | Hep lipid drop cells 6.5 µM | NTR1 agonist | NTR1 agonist cell count 20 µM | LYP inhibition | GPR35 antagonists | GPR55 beta-arrestin
COc1cccc(C(=O)N2CCCc3ccccc32)c1 | 6% | 9% | 6% | i | 27 | . | . | 3.1 | 95 | -4% | 0% | -0.2%
Cc1ccc(NC(=O)C(C)N2C(=O)c3ccccc3C2=O)c(C)c1 (centres undefined) | 4% | -12% | 8% | i | 16 | -2 | 785 | -0.8 | 64 | -9% | 2% | -0.1%
Cc1cc(-n2nc(C)cc2C)nc(NS(=O)(=O)c2ccccc2Cl)n1 | 6% | -4% | 9% | i | 34 | 5 | 747 | 1.0 | 87 | 4% | 0% | -0.2%
Cc1ccc(C(=O)NC(=S)NNS(=O)(=O)c2ccccc2)cc1 | -3% | ? | 2% | i | 51 | 9 | 729 | 6.8 | 92 | -1% | 5% | -0.2%
CCOC(=O)C1CCCN(C(=O)N2CCOCC2)C1 (centres undefined) | 18% | -3% | 7% | i | 51 | . | . | -1.0 | 82 | 1% | 1% | 1.0%
N=C1C(c2ccccc2)=C(O)C2CCc3ccccc3N12 (centres undefined) | 1% | 2% | 13% | i | 38 | . | . | 0.6 | 49 | -2% | -1% | -0.2%
CCN(CC)c1ccc(NC(=O)c2ccc(=O)[nH]c2)cc1S(=O)(=O)Nc1ccc(OC)cc1 | . | 14% | 4% | i | 46 | . | . | 3.3 | 66 | . | . | .
O=C(CN1CCN(c2ncccn2)CC1)N(Cc1ccccc1)c1ccc(F)cc1 | 6% | -5% | 20% | i | 27 | -14 | 746 | 0.6 | 39 | -9% | -4% | 0.0%
CS(=O)(=O)c1ccc(S(=O)CC(=O)OCc2ccccc2)c([N+](=O)[O-])c1 (centres undefined) | -25% | ? | ? | . | . | -18 | 583 | . | . | -9% | 4% | -0.2%
Cn1c(=N)n(CC(=O)c2ccc(Br)cc2)c2ccccc21 | . | 11% | 8% | i | 46 | . | . | -0.1 | 44 | . | . | .
CN1CCCC(CC2Oc3ccccc3Sc3ccccc32)C1 (centres undefined) | -16% | 7% | 24% | i | 52 | -10 | 644 | 0.2 | 57 | -10% | -6% | 0.0%
COc1ccc(-n2c(N)c(Br)c(=O)[nH]c2=O)cc1 | 6% | 4% | 10% | i | 40 | -2 | 793 | 0.2 | 49 | -3% | 1% | -0.1%
Cn1c(CCNC(=O)c2ccc(Cl)cc2)n[nH]c1=S | -2% | 7% | 10% | i | 9 | . | . | 0.6 | 34 | -6% | -4% | -0.1%
Cc1ccsc1/C=N/NC(=O)c1cccc(S(=O)(=O)Nc2ccccc2Cl)c1 | 9% | 18% | 14% | i | 35 | -10 | 625 | 0.4 | 49 | 7% | 10% | 0.6%
Cc1ccccc1C(=O)NCCN1CCOCC1 | 8% | 21% | 4% | i | 52 | 0 | 732 | 0.8 | 57 | -11% | 17% | 0.8%
O=C(NCc1cccnc1)c1ccc(-c2ccc(Cl)cc2)o1 | 2% | 7% | 3% | i | 33 | 0 | 692 | 0.7 | 79 | -3% | 20% | -0.1%
CCCCn1nnnc1SCC(=O)Nc1cccc(C)c1 | -2% | 2% | -3% | i | 14 | -5 | 702 | -1.2 | 39 | -8% | -2% | 0.6%
CCOC(=O)c1c(NC(=O)C(F)(OC)C(F)(F)F)sc(C(=O)N2CCCCC2)c1C (centres undefined) | 23% | -2% | 0% | i | 29 | . | . | 1.5 | 53 | -6% | 7% | -0.1%
COc1ccc(CNc2nc(SC)n[nH]2)cc1OC | 1% | 1% | 19% | i | 22 | 8 | 769 | 0.0 | 58 | -11% | -8% | -0.1%
COc1ccccc1C1CN(c2ccccc2)N=C1c1cccs1 (centres undefined) | 10% | 0% | 6% | i | 30 | 10 | 788 | 2.8 | 45 | -19% | 23% | -0.1%
Cc1cc(C)nc(NC(=O)c2cc(Br)ccc2Cl)n1 | -2% | 6% | 11% | i | 50 | -18 | 692 | 0.8 | 78 | -2% | 6% | -0.3%
Cc1cc(N2CCN(S(=O)(=O)c3ccc4c(c3)OCCO4)CC2)n2ncnc2n1 | -6% | 0% | -1% | i | 1 | 6 | 693 | -0.6 | 82 | 0% | -11% | -0.4%
Cc1cccc(-n2c(SCC(N)=O)nnc2-c2ccccn2)c1C | 4% | 2% | 8% | i | 68 | . | . | 0.7 | 65 | -6% | 9% | -0.1%
O=C(CN1C(=O)NC2(CCCC2)C1=O)Nc1nc2ccccc2s1 | . | 8% | 4% | i | 52 | . | . | -0.4 | 62 | . | . | .
COC(=O)c1ccc(S(=O)(=O)c2ccccc2)c(N)c1 | 3% | 2% | 2% | i | 51 | 5 | 770 | -2.3 | 60 | -12% | 0% | -0.1%
COc1ccc(OC)c(S(=O)(=O)N2CCC(C(=O)N3CCN(Cc4ccccc4)CC3)CC2)c1 | 14% | 5% | 1% | i | 43 | -10 | 746 | 2.6 | 58 | -5% | 6% | 0.1%
Cc1[nH]n(-c2cccc([N+](=O)[O-])c2)c(=O)c1-c1ccccc1 | 4% | 20% | 8% | i | 57 | 16 | 708 | -0.4 | 100 | -4% | 4% | 1.5%
CN(CC(=O)N1CCN(Cc2ccccc2)CC1)S(=O)(=O)c1ccc(F)cc1 | 10% | 10% | -4% | i | 5 | 0 | 828 | 1.8 | 48 | -8% | -4% | -0.1%
Cc1onc(-c2ccccc2Cl)c1C(=O)Nc1ccc(Cl)cn1 | -5% | 2% | 2% | i | 13 | -12 | 729 | 0.2 | 46 | -2% | -13% | -0.1%
CCC(=O)N1CCc2nc(-c3ccccc3)sc2C1 | 11% | -1% | 8% | i | 34 | . | . | 0.5 | 83 | -5% | -1% | -0.1%
O=C(CN(c1ccc(Cl)c(C(F)(F)F)c1)S(=O)(=O)c1ccccc1)N/N=C/c1cccc2c1OCCO2 | 1% | 0% | 8% | i | 19 | . | . | 9.0 | 71 | -4% | 6% | 0.3%
O=C(CCC1N=C2c3ccccc3N=C(SCc3ccc(F)cc3)N2C1=O)NCc1ccco1 (centres undefined) | 6% | 19% | 6% | i | 63 | -3 | 767 | -0.3 | 66 | -5% | -6% | -0.1%
O=C(CCNS(=O)(=O)c1c(Cl)cccc1Cl)OCC(=O)c1ccccc1 | 0% | 6% | -3% | i | 43 | -8 | 665 | -1.3 | 72 | -7% | -20% | 0.2%
Cc1ccc2nc(NC3=NCN(Cc4ccccc4)CN3)nc(C)c2c1 | 0% | . | . | . | . | . | . | . | . | -5% | 9% | -0.6%
CC(=O)N1N=C(c2cccnc2)OC1c1ccc(C(C)C)cc1 (centres undefined) | -8% | . | 14% | i | 59 | -2 | 666 | 0.6 | 89 | -6% | 0% | -0.1%
O=C(NC1CCCC1)C(c1ccccc1F)N(C(=O)c1csnn1)C1CC1 (centres undefined) | 13% | 11% | 2% | i | 22 | -29 | 733 | -0.4 | 58 | -7% | 1% | -0.1%
O=C(O)/C=C/C(=O)Nc1ccc(SC(F)(F)C(F)(F)C(F)(F)F)cc1 | 15% | 32% | 7% | i | 21 | -1 | 697 | -0.5 | 45 | -1% | -10% | 0.0%
Cc1cc(C)nc(NC(=O)c2ccc(Cl)cc2[N+](=O)[O-])c1 | 14% | 6% | 10% | i | 30 | -1 | 633 | 1.8 | 51 | -1% | -8% | 0.2%
CN(C)c1cccc(C(=O)N/C=C/n2cnc3cc(C(F)(F)F)ccc32)c1 | 6% | -3% | -2% | i | 21 | 2 | 701 | 1.5 | 48 | -5% | -4% | 0.1%
O=C(/C=C/c1ccccc1)NNC(=O)c1cccnc1 | . | 30% | -8% | i | 36 | . | . | 0.6 | 48 | -8% | 4% | 0.3%
O=C(Cc1ccccc1)NNC(=S)NC(=O)c1cccs1 | 9% | 14% | . | i | 41 | -4 | 753 | -0.5 | 53 | 1% | -13% | -0.1%
Cc1csc2nc(SCC(=O)N3CCN(c4ccccc4)CC3)[nH]c(=O)c12 | 13% | 8% | 6% | i | 69 | 9 | 897 | 0.6 | 56 | -4% | -7% | -0.1%
Cc1ccc(OCC(=O)Nc2ccc(N3CCN(S(C)(=O)=O)CC3)cc2)cc1C | 3% | -11% | 8% | i | 43 | 0 | 668 | 2.4 | 62 | -6% | 4% | 0.0%

One compound at a time, as listed above. Screens in order: GPR55 LPI antagonism, Large T inhibition, MgcRacGAP inhibition, T cell modulator, T cell modulator vesicle-bound %, Hep lipid drop, Hep lipid drop cells 6.5 µM, NTR1 agonist, NTR1 agonist cell count 20 µM, LYP inhibition, GPR35 antagonists, GPR55 beta-arrestin
`Cc1cc(N2CCN(S(=O)(=O)c3ccc4c(c3)OCCO4)CC2)n2ncnc2n1` is entered as -6%, 0%, -1%, i, 1, 6, 693, -0.6, 82, 0%, -11%, -0.4%
`Cc1cc(C)nc(NC(=O)c2ccc(Cl)cc2[N+](=O)[O-])c1` is entered as 14%, 6%, 10%, i, 30, -1, 633, 1.8, 51, -1%, -8%, 0.2%
`COC(=O)c1ccc(S(=O)(=O)c2ccccc2)c(N)c1` is entered as 3%, 2%, 2%, i, 51, 5, 770, -2.3, 60, -12%, 0%, -0.1%

Part of the list above, limited to NTR1 agonist cell count 20 µM, NTR1 agonist and GPR55 LPI antagonism:
Compound	NTR1 agonist cell count 20 µM	NTR1 agonist	GPR55 LPI antagonism
O=C(Cc1ccccc1)NNC(=S)NC(=O)c1cccs1	53	-0.5	9%
O=C(/C=C/c1ccccc1)NNC(=O)c1cccnc1	48	0.6	.
